MITF inh – MITF inhibitors, primary screen, biochemical, AlphaScreen, human; Microphthalmia-associated transcription factor (Homo sapiens), O75030; AlphaScreen MITF homodimerization, bead proximity signal; inhibition, % at 2.6 µM; 650,000 tested, 0.91% active; AID 1259374, 2018; in the data active means inhibition above about 50%;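 further: 0% = vehicle wells with protein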
Target sequence (O75030 whole entry, looked up): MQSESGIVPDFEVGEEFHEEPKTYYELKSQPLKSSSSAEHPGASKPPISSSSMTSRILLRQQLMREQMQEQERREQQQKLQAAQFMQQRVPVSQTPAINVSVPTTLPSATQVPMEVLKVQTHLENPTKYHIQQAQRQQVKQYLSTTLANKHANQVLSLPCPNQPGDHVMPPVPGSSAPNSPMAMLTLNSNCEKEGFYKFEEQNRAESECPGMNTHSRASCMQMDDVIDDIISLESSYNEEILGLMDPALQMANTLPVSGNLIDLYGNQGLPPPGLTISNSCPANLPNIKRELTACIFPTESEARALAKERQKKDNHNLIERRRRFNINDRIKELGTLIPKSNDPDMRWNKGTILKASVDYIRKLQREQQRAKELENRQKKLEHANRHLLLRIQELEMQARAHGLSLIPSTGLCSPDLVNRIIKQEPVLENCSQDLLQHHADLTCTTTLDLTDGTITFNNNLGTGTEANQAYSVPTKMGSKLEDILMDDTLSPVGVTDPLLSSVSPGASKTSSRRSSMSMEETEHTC
TEAD-YAP block – TEAD-YAP interaction inhibition, primary screen, TEAD-YAP interaction inhibitor project, luminescence, HEK-TIYL cells; TEAD-Gal4/YAP UAS-luciferase luminescence; inhibition, % at 9.12 µM; 640,000 tested, 1.4% active; AID 1259422, 2018; in the data active means inhibition above about 32%;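 further: 0% = median of test compound wells and 100% = reference inhibitor wells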
GPR151 ag – activators of human GPR151, primary screen, cell-based, PathHunter beta-arrestin, luminescence. PathHunter beta-arrestin GPR151 cells. G-protein coupled receptor 151 (Homo sapiens), Q8TDV0. activation, % at 11.2 µM. 650,000 tested, 1% active; in the data active means activation above about 4.9%;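 further: 0% = median of compound wells and 100% = cells with positive control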
Target sequence (Q8TDV0 whole entry, looked up): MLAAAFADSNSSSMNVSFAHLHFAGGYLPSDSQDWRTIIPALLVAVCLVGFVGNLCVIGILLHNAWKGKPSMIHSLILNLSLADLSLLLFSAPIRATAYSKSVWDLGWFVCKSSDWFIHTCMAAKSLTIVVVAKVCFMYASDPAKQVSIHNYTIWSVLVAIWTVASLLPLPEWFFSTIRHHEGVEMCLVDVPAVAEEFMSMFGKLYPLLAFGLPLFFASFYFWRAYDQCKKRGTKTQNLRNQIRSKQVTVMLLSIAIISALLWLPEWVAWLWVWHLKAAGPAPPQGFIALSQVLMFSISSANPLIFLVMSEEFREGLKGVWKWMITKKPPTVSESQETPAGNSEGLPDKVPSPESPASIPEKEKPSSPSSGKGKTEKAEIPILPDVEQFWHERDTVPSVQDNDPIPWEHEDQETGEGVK
FBW7 activator – FBW7 E3 ligase activators, primary screen, biochemical, AlphaScreen, human; AlphaScreen FBW7–phospho-cyclin E peptide binding, activator screen; F-box/WD repeat-containing protein 7 (Homo sapiens), Q969H0; normalized activity (activation), % at 26.1 µM; AID 1259310, 2017; 650,000 tested, 0.13% active; in the data active means normalized activity above about 1.9%;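 further: purified mutant Fbw7 with reduced substrate affinity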
* = called active by the depositor; nt = no result given.

Screens by letter – A = MITF inh; B = TEAD-YAP block; C = GPR151 ag; D = FBW7 activator
SMILES: Cc1onc(-c2ccccc2)c1C(=O)NCC1CC(Cc2cccc(F)c2)=NO1 (centres undefined)
  A = 20	B = 4	C = 1.3	D = 0.7
SMILES: COc1ccc(C(=O)O)cc1S(=O)(=O)N(C)OC
  A = 6	B = 0	C = -0.2	D = 0.2
SMILES: COc1ccc(CCNC(=O)c2cc(=O)c(OCc3ccc(F)cc3)co2)cc1OC
  A = 4	B = 0	C = -0.3	D = 0.2
SMILES: COc1ccc2ccccc2c1/C=C1\C(=O)NC(=O)N(c2ccc([N+](=O)[O-])cc2)C1=O
  A = 10	B = 8	C = 6.7*	D = -0.1
SMILES: COc1cccc(CS(=O)(=O)c2nnnn2C2CCCCC2)c1
  A = 0	B = nt	C = -0.7	D = 0.1
SMILES: NC(=O)c1oc2ccccc2c1NC(=O)COc1ccc(Cl)cc1
  A = 4	B = 13	C = 0.5	D = -0.2
SMILES: COc1cc(C2=NN(C(C)=O)C(C)(C)O2)cc(OC)c1OC
  A = 5	B = 0	C = 2.5	D = -0.1
SMILES: COC(=O)CN(C)Cc1c(C(=O)N2CCCCCCC2)nc2sccn12
  A = 6	B = -7	C = 0.3	D = 0.0
SMILES: CN1C(=O)NC(=O)/C(=C/c2ccc(Oc3ccccc3)cc2)C1=O
  A = -34	B = -5	C = -0.6	D = -0.8
SMILES: O=C(/C=C/c1ccccc1)N(NC(=O)C(O)(c1ccccc1)c1ccccc1)C(c1ccccc1)c1ccccc1
  A = 10	B = 13	C = 2.4	D = 0.0
SMILES: O=C(NCc1ccc(F)cc1)c1nn2c(C(F)(F)F)cc(-c3cccs3)nc2c1Cl
  A = -9	B = 8	C = 0.4	D = -0.2
SMILES: Cc1cc(Br)cc(C)c1OCC(=O)Nc1nccs1
  A = 9	B = -8	C = -0.1	D = -0.1
SMILES: CC(=O)c1cccc(NC(=O)CCNS(=O)(=O)c2ccc3c(c2)CCC(=O)N3)c1
  A = 5	B = -1	C = 0.7	D = 0.2
SMILES: O=C1CSC(c2cn(-c3ccccc3)nc2-c2ccccc2)N1 (centres undefined)
  A = 7	B = 4	C = 1.1	D = 0.3
SMILES: CC(C)(C)c1nn2cnnc2n(/N=C/c2cccc([N+](=O)[O-])c2)c1=O
  A = 8	B = -1	C = 0.0	D = -0.1
SMILES: COc1ccc(C(=O)O)cc1S(=O)(=O)NC1CCCC1
  A = 8	B = 3	C = -0.1	D = 0.0
SMILES: COC(=O)C1=C(C(=O)OC)SC(=C2C(=S)C(C)(C)Nc3ccc(C)cc32)S1
  A = 46	B = 1	C = 1.5	D = -1.0
SMILES: Cc1c(N=c2scc(-c3ccccc3)n2-c2c(C)n(C)n(-c3ccccc3)c2=O)c(=O)n(-c2ccccc2)n1C
  A = 8	B = 5	C = -1.4	D = 0.1
SMILES: FC(F)(F)c1ccc(N2CCOCC2)c(Nc2nc3ccccc3n3cnnc23)c1
  A = 2	B = 5	C = -0.7	D = -0.1
SMILES: O=C1CCC(=O)N1C(Nc1ccccc1)c1ccccc1 (centres undefined)
  A = -3	B = -1	C = 0.4	D = -0.1
SMILES: CCCn1c(=O)[nH]c2c(C(N)=O)nc(-c3ccccc3F)nc21
  A = 0	B = -3	C = 0.4	D = -0.1
SMILES: COc1ccc([N+](=O)[O-])cc1NC(=O)CN(c1ccccc1F)S(C)(=O)=O
  A = 4	B = 6	C = -0.2	D = 0.1
SMILES: COc1cccc(CC2(CO)CCCN(Cc3cc(=O)c4ccccc4[nH]3)C2)c1 (centres undefined)
  A = 14	B = -1	C = -0.7	D = 0.1
SMILES: COc1cc(C(=O)Nc2cccc(C(=O)O)c2)ccc1OC(C)=O
  A = -7	B = 19	C = -9.0	D = -0.1
SMILES: CCOC(=O)c1c(NC(=O)C2CCCC2)sc2ccccc12
  A = 21	B = -2	C = 1.4	D = 1.0

Some of these compounds in order of number of heavy atoms, falling.
Screens by letter – A = MITF inh; B = TEAD-YAP block; C = GPR151 ag; D = FBW7 activator
SMILES: Cc1c(N=c2scc(-c3ccccc3)n2-c2c(C)n(C)n(-c3ccccc3)c2=O)c(=O)n(-c2ccccc2)n1C
  A = 8	B = 5	C = -1.4	D = 0.1
SMILES: COc1ccc([N+](=O)[O-])cc1NC(=O)CN(c1ccccc1F)S(C)(=O)=O
  A = 4	B = 6	C = -0.2	D = 0.1
SMILES: CC(C)(C)c1nn2cnnc2n(/N=C/c2cccc([N+](=O)[O-])c2)c1=O
  A = 8	B = -1	C = 0.0	D = -0.1
SMILES: NC(=O)c1oc2ccccc2c1NC(=O)COc1ccc(Cl)cc1
  A = 4	B = 13	C = 0.5	D = -0.2

The list continues:
Screens by letter – A = MITF inh; B = TEAD-YAP block; C = GPR151 ag; D = FBW7 activator
SMILES: COc1ccc(Cl)cc1Nc1nc(N)c2ccccc2n1
  A = -1	B = -16	C = -0.3	D = -0.3
SMILES: O=C(COC(=O)c1cc([N+](=O)[O-])ccc1Cl)Nc1ccc2c(c1)OCO2
  A = -2	B = -3	C = 0.7	D = -0.1
SMILES: O=C(NCCc1csc2nc(-c3ccc(F)cc3)nn12)c1ccc(Cl)cc1
  A = 7	B = 0	C = -0.3	D = 0.2
SMILES: CCOC(=O)C1(CCOc2ccccc2)CCN(Cc2ccc(NC(C)=O)cc2)CC1
  A = -1	B = 3	C = 0.5	D = 0.2
SMILES: CC1CCCN(C(C(=O)Nc2ccc(C(C)C)cc2)c2ccccc2)C1 (centres undefined)
  A = 30	B = 10	C = 2.6	D = -0.1
SMILES: COc1ccc(C2C(C#N)=C(N)OC3=C2C(=O)CC(C)(C)C3)c(OC)c1OC (centres undefined)
  A = 16	B = -7	C = 0.5	D = -0.1
SMILES: CCN(CCO)C(=O)CCC1(Cc2ccc(OC)c3ccccc23)CCC(=O)N1 (centres undefined)
  A = 4	B = 6	C = -0.6	D = -0.2
SMILES: CN(C)c1ccc(/C=C2/SC(=O)NC2=O)cc1Br
  A = -11	B = -50	C = -1.7	D = -0.1
SMILES: CCOC(=O)C(C)N1C(=O)S/C(=C/c2cc(Cl)c(O)c(OC)c2)C1=O (centres undefined)
  A = 9	B = 13	C = 1.8	D = 0.1
SMILES: CCOC(=O)C(NS(=O)(=O)c1ccc([N+](=O)[O-])cc1)C(C)CC (centres undefined)
  A = 9	B = -2	C = -2.2	D = 0.1
SMILES: CCN(CC)C(=O)CSc1nc2c(sc(=S)n2-c2ccccc2C)c(=O)n1-c1cc(OC)ccc1OC
  A = 2	B = -2	C = 0.9	D = -0.1
SMILES: Cc1c(C(=O)Nc2ccc(Oc3ccccc3)cc2)sc2ncn(CC(=O)N3CCCCC3C)c(=O)c12 (centres undefined)
  A = 8	B = -3	C = -0.7	D = -0.3
SMILES: COc1cc(C(=O)COC(=O)Cc2ccsc2)cc(OC)c1OC
  A = -8	B = 8	C = 0.0	D = 0.2
SMILES: CCN1C(=O)CC(CC(=O)N(C)CC2COCCO2)(c2ccccc2C)C1=O (centres undefined)
  A = 1	B = -13	C = 0.8	D = 0.0
SMILES: Cc1onc(-c2ccccc2)c1C(=O)OCC(=O)c1ccc([N+](=O)[O-])cc1
  A = 3	B = 7	C = 1.5	D = -0.4
SMILES: COc1ccc(NC(=O)c2ccc(F)c(S(=O)(=O)N3CCN(c4ccccc4)CC3)c2)cc1
  A = 1	B = 19	C = -1.7	D = -0.1
SMILES: CO[C@@H]1COC(=O)[C@H](Cc2ccccc2)NC(=O)[C@@H](C)COC(=O)CCC[C@H]1C
  A = -6	B = nt	C = -0.4	D = 0.2
SMILES: O=C(Cc1ccccc1)N/N=C/c1ccc(O)c2ncccc12
  A = 98*	B = 15	C = 0.8	D = -0.1
SMILES: Cc1ccccc1Nc1nc(-c2cc3ccccc3o2)cs1
  A = 2	B = -88	C = 0.7	D = -0.1
SMILES: Cc1nnc2n1NC(c1ccccc1)C(C(=O)NCc1ccco1)S2 (centres undefined)
  A = 14	B = 5	C = -0.1	D = 0.0
SMILES: NN1C(=O)c2ccccc2NC1C1CC=CCC1 (centres undefined)
  A = 16	B = -11	C = 20*	D = 0.6
SMILES: CCOC(=O)C(C)Oc1ccc2c(=O)c(Oc3cccc(C)c3)coc2c1 (centres undefined)
  A = 14	B = -4	C = -2.2	D = 0.0
SMILES: COCCCNC(=O)c1c(Cl)cccc1Cl
  A = -1	B = 1	C = -0.3	D = -0.2
SMILES: Cc1cc(OCC(=O)Nc2ccc(S(=O)(=O)Nc3ncccn3)cc2)cc(C)c1Cl
  A = 12	B = 5	C = 0.6	D = 0.3
SMILES: N#Cc1ccc(C(=O)N2CCN(c3ccc([N+](=O)[O-])cc3)CC2)c(F)c1
  A = 2	B = 17	C = -0.1	D = -0.2

Whole records, quoted from the list. Screens in order: MITF inh	TEAD-YAP block	GPR151 ag	FBW7 activator
Profile of COCCCNC(=O)c1c(Cl)cccc1Cl : -1	1	-0.3	-0.2
Profile of CCOC(=O)C1(CCOc2ccccc2)CCN(Cc2ccc(NC(C)=O)cc2)CC1 : -1	3	0.5	0.2
Profile of CCN(CC)C(=O)CSc1nc2c(sc(=S)n2-c2ccccc2C)c(=O)n1-c1cc(OC)ccc1OC : 2	-2	0.9	-0.1
Profile of Cc1cc(OCC(=O)Nc2ccc(S(=O)(=O)Nc3ncccn3)cc2)cc(C)c1Cl : 12	5	0.6	0.3
Profile of COc1ccc(Cl)cc1Nc1nc(N)c2ccccc2n1 : -1	-16	-0.3	-0.3

Later entries:
Screens by letter – A = MITF inh; B = TEAD-YAP block; C = GPR151 ag; D = FBW7 activator
SMILES: CC1CCN(S(=O)(=O)c2cccc(C(=O)Nc3ccccc3C(=O)Nc3ccccc3)c2)CC1
  A = -13	B = -1	C = -1.4	D = 0.1
SMILES: CCOC(=O)c1ccc(OC(=O)c2cccc(C(=O)Oc3ccc(C(=O)OCC)cc3)n2)cc1
  A = 10	B = 1	C = -0.2	D = -0.1
SMILES: Cc1cccc(-n2ccnc2CN2CCC(CO)(CCOc3ccccc3)CC2)c1
  A = 9	B = 5	C = -1.1	D = 0.0
SMILES: Cn1c(SCC(=O)NCc2ccccn2)nc2sc3c(c2c1=O)CCCC3
  A = 10	B = 9	C = -1.3	D = 0.3
SMILES: O=C1CC2(CCN(C(=O)c3ccc(C(F)(F)F)cc3)CC2)Oc2ccccc21
  A = 6	B = -3	C = 1.7	D = 0.2
SMILES: CCOC(=O)CC(=O)CSc1nc(C)cc(C(F)(F)F)c1C#N
  A = 7	B = 7	C = 1.5	D = 0.1
SMILES: CN(C(=O)c1ccc(N2CC3CC(C2)c2cccc(=O)n2C3)c(NC(=O)c2cc3ccccc3oc2=O)c1)C1CCCCC1 (centres undefined)
  A = 3	B = -13	C = -0.6	D = 0.2
SMILES: O=C(CSc1nnc(NCc2ccccc2)s1)Nc1ccc2[nH]c(=O)[nH]c2c1
  A = 1	B = -1	C = 0.1	D = -0.1
SMILES: Cn1c(N2CCN(C(=O)NCc3ccccc3)CC2)nc2ccccc21
  A = 17	B = 3	C = -0.3	D = 0.1
SMILES: Cn1c(Nc2cc(C(=O)Nc3ccc4c(c3)OCO4)ccn2)nc2ccccc21
  A = 10	B = -16	C = 1.9	D = 0.2
SMILES: CC(C)(C)Cc1ccc(OCCCC(=O)Nc2cccc(C(=O)CC(=O)Nc3ccccc3Cl)c2)c(CC(C)(C)C)c1
  A = 0	B = 8	C = 0.4	D = 0.3
SMILES: Cc1cc(C(=O)C(=O)O)c(C)n1-c1ccc(Cl)c(Cl)c1
  A = 1	B = -5	C = -0.4	D = 0.0
SMILES: O=C(Cn1c(=O)c2cccn2c2cccnc21)NCCCN1CCCC1=O
  A = -3	B = -6	C = 1.4	D = 0.0
SMILES: O=C(Nc1ccccc1F)c1ccc2nsnc2c1
  A = 11	B = -24	C = -4.1	D = 0.0
SMILES: Cc1cccc(CN2CCC(N3CCN(C(=O)c4cccs4)CC3)CCC2=O)c1 (centres undefined)
  A = -7	B = -2	C = 2.2	D = -0.1
SMILES: CCCCCNC(=O)Cc1ccc(NC2=NC3CS(=O)(=O)CC3S2)cc1 (centres undefined)
  A = -3	B = -5	C = -1.0	D = 0.0
SMILES: O=C(CNC(=O)c1cccc(F)c1)N=Nc1c(O)[nH]c2ccccc12
  A = 14	B = -26	C = 1.6	D = 0.1
SMILES: Cc1ccc(S(=O)(=O)NCCC(=O)NCCC2=CCCCC2)cc1
  A = -48	B = 6	C = 1.2	D = -0.1
SMILES: C/C(=N\NC(=O)c1cccc(N/N=C(\C)c2cc(O)ccc2O)c1)c1cc(O)ccc1O
  A = 1	B = -26	C = -0.7	D = -0.1
SMILES: Cc1nn(CC(=O)NC2CCCc3ccccc32)c(=O)c2cc3sccc3n12 (centres undefined)
  A = 7	B = -13	C = 0.9	D = -0.4
SMILES: Cc1ncc2c(c1CNC(=O)Cc1cccs1)CCN(C(=O)/C=C/C(C)C)C2
  A = 0	B = -1	C = 0.5	D = 0.1
SMILES: CCOC(=O)NN1C(=O)c2ccccc2NC12CCCC2
  A = -6	B = -7	C = -0.9	D = 0.1
SMILES: C/C=C/Oc1ccc(C(=O)/C(=C\c2ccco2)c2nc3ccccc3o2)cc1
  A = 28	B = 24	C = 0.3	D = 0.4
SMILES: C/C(O)=C1/C(=O)NC2(C)CC1c1cc(Br)ccc1O2 (centres undefined)
  A = 1	B = 7	C = 0.8	D = -0.1
SMILES: C[C@H]1Cc2c(COc3ccccc3)nc3c(c2CO1)CN(S(=O)(=O)c1ccc2c(c1)OCCN2C)CC3
  A = -2	B = nt	C = -0.2	D = -0.2
SMILES: CN=c1scc(-c2ccc3c(c2)NC(=O)CO3)n1/N=C/c1ccc(C#N)cc1
  A = -11	B = 4	C = 1.7	D = 0.1
